Compound activity as filed in PubChem BioAssay.
ABHD4 inh: ABHD4 inhibitors, primary screen, biochemical, fluorescence polarization, mouse. 370,000 tested, 0.54% active. purified mABHD4, FP-Rh probe fluorescence polarization. AID 720543, 2013. inhibition, % at 8.92 µM;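 active = inhibition exceeding the mean over every tested compound plus 3 SD, cut at about 30% in these data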;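 note: 0% = plate median of compound wells and 100% = S159A mutant with DMSO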
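Assay system: mouse ABHD4 enzyme, wild type / Also added: fluorescent activity-based probe FP-Rh / Doses: single nominal dose of 8.92 µM, 0.89% DMSO final / Timing: 45 min compound pre-incubation plus 60 min probe step, 25 °C / Signal: FP readout, ex 525 nm / em 598 nm / Control set: S159A mutant/DMSO as 100%, compound-well median as 0%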
HTRA1 inhibitor: HTRA1 serine protease inhibitors, primary screen, biochemical, fluorescence polarization, HTS; recombinant HTRA1, FP-rhodamine activity-based probe; inhibition, % at 5.96 µM; 340,000 tested, 0.5% active; in the data active = inhibition above about 36%;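 note: 0% = enzyme with DMSO and 100% = wells lacking enzyme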
Target sequence (Q92743 whole entry, looked up): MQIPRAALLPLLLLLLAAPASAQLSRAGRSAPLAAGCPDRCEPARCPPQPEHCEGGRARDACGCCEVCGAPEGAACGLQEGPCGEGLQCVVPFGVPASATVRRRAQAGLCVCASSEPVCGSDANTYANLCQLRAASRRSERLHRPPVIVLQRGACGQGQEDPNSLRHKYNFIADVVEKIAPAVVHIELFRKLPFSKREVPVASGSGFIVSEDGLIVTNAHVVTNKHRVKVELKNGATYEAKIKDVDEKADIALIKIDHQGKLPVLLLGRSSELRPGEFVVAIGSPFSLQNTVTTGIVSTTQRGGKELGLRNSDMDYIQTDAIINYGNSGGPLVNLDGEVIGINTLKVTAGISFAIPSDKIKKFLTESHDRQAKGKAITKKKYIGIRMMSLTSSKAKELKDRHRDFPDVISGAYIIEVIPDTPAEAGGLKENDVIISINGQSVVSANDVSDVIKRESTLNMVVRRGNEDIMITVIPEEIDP
rCAG RNA binder: binders of r(CAG) RNA repeats, primary screen, biochemical, fluorescence; inhibition, % at 3 µM; r(CAG) RNA repeat, TO-PRO-1 dye displacement fluorescence; AID 651821, 2012; 370,000 tested, 1.3% active;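 active = inhibition above the plate cutoff, the mean of all test compounds on that plate plus 3 SD, cut at about 35% in these data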;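 note: 0% = DMSO alone and 100% = 100 µM mitoxantrone as full dye displacement; higher means more dye released from RNA so lower well fluorescence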
SIAE primary: human SIAE inhibitors, primary screen, biochemical, fluorescence polarization, FP-Rh probe, 1536-well HTS; SIAE FP-Rh probe binding; inhibition, % at 9.66 µM; 370,000 tested, 0.69% active;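 active = inhibition above a cutoff: mean of compounds within the control limits plus 3 SD of those, cut at about 17% in these data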;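 note: 0% = plate median of compound wells and 100% = probe without SIAE protein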
PRMT1 FP inh: PRMT1 methyltransferase inhibitors, primary screen, biochemical, fluorescence polarization; inhibition, % at 2.79 µM; recombinant PRMT1, activity-based probe fluorescence polarization; 370,000 tested, 1.3% active; Protein arginine N-methyltransferase 1 (Homo sapiens), Q99873;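 active = inhibition above about 21% made by adding two undisclosed values, limit read from the data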
NPR2 activator: human GC-B receptor activators, primary screen, HEK293 GC-B cells, cGMP TR-FRET, EC30 CNP | 370,000 tested, 0.11% active | AID 1920062, 2024 | 0% at EC30 CNP, 100% saturating CNP | activation, % at 10 µM | Atrial natriuretic peptide receptor 2 (Homo sapiens), P20594;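 active = activation at 10 µM reaching about 35% in either raw or pattern-adjusted values, limit read from the data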
MBD2 DNA inh: inhibitors of MBD2 binding to methylated DNA, primary screen, biochemical, TR-FRET, DNA-binding domain, human. Methyl-CpG-binding domain protein 2 (Homo sapiens), Q9UBB5. MBD2 binding to methylated oligonucleotide. inhibition, % at 4.4 µM. 370,000 tested, 0.31% active. AID 686964, 2013; in the data active = inhibition above about 13%
LEDGF integ inh: blockers of LEDGF/p75-dependent integrase strand transfer – biochemical, TR-FRET, high throughput, primary screen; TR-FRET IN-LEDGF/p75 DNA integration, Eu/Cy5; AID 743269, 2014; 370,000 tested, 0.64% active; inhibition, % at 3.7 µM; HIV-1 integrase (with human LEDGF/p75);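 active = inhibition above the screen-wide mean plus 3 SD, cut at about 13% in these data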;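 note: signal is the Cy5 over europium emission ratio at 671 and 618 nm; 0% = plate median of compound wells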
TCR-CD3 inh: inhibitors of human TCR-CD3 interaction, primary screen, biochemical, fluorescence, TAMRA-labeled TCR probe. inhibition, % at 9.4 µM. T-cell receptor (TCR). 360,000 tested, 0.37% active; in the data active = inhibition above about 19%;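 note: recombinant mutant TCR 2C K166C tagged with TAMRA read by polarization; 0% = receptor in buffer alone and 100% = receptor with positive control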
TDP2 absorb: human TDP2 enzyme inhibitors, primary screen, biochemical, epi absorbance, recombinant enzyme. T5PNP hydrolysis, p-nitrophenol absorbance 415 nm. Tyrosyl-DNA phosphodiesterase 2 (Homo sapiens), O95551. inhibition, % at 12.8 µM. 370,000 tested, 0.34% active. AID 720702, 2013;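 active = inhibition above the mean of all tested compounds plus 3 SD, set per campaign, cut at about 25% in these data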;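 note: 0% = DMSO with enzyme and 100% = buffer with substrate but no TDP2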
Target sequence (O95551 whole entry, looked up): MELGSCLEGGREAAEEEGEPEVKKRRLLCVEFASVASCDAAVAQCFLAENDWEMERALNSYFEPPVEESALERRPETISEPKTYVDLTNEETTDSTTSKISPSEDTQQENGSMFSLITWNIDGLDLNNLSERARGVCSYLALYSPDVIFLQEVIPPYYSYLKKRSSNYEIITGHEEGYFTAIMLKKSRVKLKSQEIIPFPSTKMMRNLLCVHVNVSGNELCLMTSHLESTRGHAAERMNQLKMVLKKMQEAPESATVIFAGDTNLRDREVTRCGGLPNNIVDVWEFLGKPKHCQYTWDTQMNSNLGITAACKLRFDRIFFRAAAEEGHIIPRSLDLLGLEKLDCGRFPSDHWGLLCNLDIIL
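Assay system: Recombinant human TDP2 | Quantity: 120 nM TDP2 per well | Incubation: 2 h at 37 °C | Signal: Epi absorbance | Evaluation: Percent inhibition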
The depositor's hits bear a star; x = not tested or not shown; + = active, no number.

Molecule,ABHD4 inh,HTRA1 inhibitor,rCAG RNA binder,SIAE primary,PRMT1 FP inh,NPR2 activator,MBD2 DNA inh,LEDGF integ inh,TCR-CD3 inh,TDP2 absorb
CCOC(=O)CN(C(=O)CSc1nnc(CNc2ccc(F)cc2)o1)c1ccccc1,-0.1,-1.4,-3.5,-1.8,8.4,-3.5,2.0,-0.4,5.2,11.8
CCCCc1nc2sc3c(c2c(=O)[nH]1)CCC3,-3.7,-0.5,-2.5,1.5,-1.8,0.5,-3.6,1.3,3.1,1.8
CC(C)C(=O)Nc1nnc(SCC(=O)NCc2ccc3c(c2)OCO3)s1,-0.6,4.4,-0.5,1.1,0.1,5.6,5.6,-0.8,0.9,9.4
O=C(Cn1c2[n+](c3ccccc31)CC(O)CS2)c1ccccc1 (stereo unspecified),-4.5,1.4,0.9,2.6,-0.2,-0.2,2.4,1.3,3.5,2.6
Cc1ccc(OCC(=O)NCCc2nc3ccccc3[nH]2)c(C)c1,0.7,2.3,-2.0,-0.5,1.4,-3.5,-1.1,-3.4,-4.0,4.8
COCCN(C(=O)C(C)C)c1nnc(-c2ccc(C(C)(C)C)cc2)s1,-9.6,-8.4,-1.2,-15.6,9.6,-1.7,7.5,3.5,-7.1,-2.6
CN1CN(C)c2cccc3cccc1c23,2.5,3.4,0.0,-0.3,3.1,x,1.0,-3.1,6.0,-1.4
Oc1ccc2[nH]cnc2c1CN1CCCCC1,-1.8,1.2,0.7,2.5,0.4,-8.1,-4.3,2.9,-0.6,4.3
Cc1ccc(C(=O)N(C)Cc2ccc(N3CCOCC3)cc2)cc1S(=O)(=O)NCc1ccccc1,-1.6,8.7,1.5,-6.2,-1.7,-0.8,-4.1,2.4,-1.3,-7.6
CC1CCN(S(=O)(=O)c2ccc(N=NC3=C(O)CC(C)(C)CC3=O)cc2)CC1,5.4,2.7,-0.6,-0.8,2.8,-1.9,-3.6,-3.2,-2.1,8.8
O=[N+]([O-])c1cc(/C=N/n2c(-c3cccnc3)n[nH]c2=S)ccc1Cl,4.8,-1.6,15.1,-4.7,17.2,-3.6,8.6,1.4,-0.9,-0.4
Cc1ccc(S(=O)(=O)NCc2ccccc2)cc1C(=O)N1CCCCCCC1,5.0,-3.1,-3.7,12.5,0.0,5.5,-2.9,0.7,5.4,6.4
Cc1ccc(SCC(=O)OCC(=O)Nc2ccc3[nH]c(=O)[nH]c3c2)cc1C,0.5,5.1,4.4,-3.7,4.9,-1.8,2.2,1.0,-3.9,2.2
O=C(c1ccc([N+](=O)[O-])cc1)N1CCOCC1,4.9,7.7,0.4,18.2*,-4.3,2.5,-4.2,-0.2,-3.4,-2.2
COC(=O)CCN(C(=O)c1cccc(OC(C)=O)c1)c1ccccn1,-0.3,2.9,0.6,2.1,-1.0,-0.1,0.8,4.4,-0.6,8.2
Cc1nn2c3c(cnc2c1-c1ccccc1)C(=O)CC(c1ccccc1)C3 (stereo unspecified),-5.4,-2.6,3.2,0.6,1.2,-1.5,-0.8,-1.6,1.6,-9.7
CCOc1ccc(OCC)c(NC(=O)CN(C)S(=O)(=O)c2ccc3nc(C)sc3c2)c1,4.1,-15.5,-3.4,5.0,-0.2,1.7,3.7,2.8,-3.0,3.1
O=C(Nc1cccc([N+](=O)[O-])c1)C(=O)N1CCCCC1,-2.8,5.6,-0.5,-3.2,1.0,17.8,2.0,-0.5,-1.0,15.3
NNC(=O)CNc1ccccc1Cl,4.3,-9.0,2.3,-1.4,6.2,2.9,-1.7,-9.4,-2.6,-0.2
O=C(Nc1cccc(C(F)(F)F)c1)c1ccccc1NC(=O)C1CCCCC1,5.4,3.7,0.2,-2.4,-0.6,-4.4,-0.2,-1.4,5.8,2.5
COc1ccc(C2=NN(C(=O)CCCC(=O)O)C(c3cccs3)C2)cc1OC (stereo unspecified),6.3,-3.6,5.5,-5.7,1.5,-7.3,-1.3,0.1,-0.2,5.1
Clc1ccc(-c2cn3c(n2)-c2ccccc2C3)cc1Cl,7.5,-16.6,9.5,-6.8,4.1,-3.9,-3.5,-5.8,-2.9,-5.1
O=S(=O)(O)c1cc2onnc2c2ccccc12,29.1,11.5,11.4,13.1,40.6*,1.8,-0.1,3.1,28.6*,8.2
O=C(O)c1ccc(Nc2cccc(F)c2)c([N+](=O)[O-])c1,29.1,9.6,3.8,20.4*,-2.0,-6.8,-8.0,1.6,6.6,-9.4
O=C(CN(Cc1ccc(Cl)cc1)C(=O)CNS(=O)(=O)c1ccc(F)cc1)NCC1CCCO1 (stereo unspecified),-3.3,6.2,1.2,-4.5,-2.5,-1.8,-3.2,1.3,-8.3,-4.4

Additional entries follow.
Molecule,ABHD4 inh,HTRA1 inhibitor,rCAG RNA binder,SIAE primary,PRMT1 FP inh,NPR2 activator,MBD2 DNA inh,LEDGF integ inh,TCR-CD3 inh,TDP2 absorb
CCOc1c(C(N)=O)cc([N+](=O)[O-])cc1[N+](=O)[O-],1.5,1.2,-0.7,-0.4,-1.8,1.2,-3.5,3.6,4.5,-1.8
CCCC(=O)N1CCN(c2ccc(NC(=O)c3cccs3)cc2)CC1,1.7,4.4,-5.2,-5.9,-0.6,-2.3,-3.8,-1.2,-3.8,10.7
COc1ccccc1C1/C(=C(/O)c2ccccc2)C(=O)C(=O)N1CC(C)C (stereo unspecified),17.6,4.5,0.3,-2.4,2.7,3.2,-0.2,0.4,1.9,5.9
Clc1cc(Cl)c(OCc2nc(-c3ccccn3)no2)cc1Cl,-14.1,-1.0,0.2,-9.8,4.3,-3.6,8.0,-1.4,-10.6,-10.0
COc1ccc(NC(=O)N(C)[C@H]2C[C@H]3c4[nH]c5c(-c6cccc(C)c6)cccc5c4CCN3C(=O)[C@H]2[C@H](C)O)cc1,-4.2,x,16.3,7.5,-4.6,-6.0,-1.2,-5.1,x,-0.6
COc1ccc(Cl)cc1NC(=O)CCCN1C(=O)CCC1=O,-6.4,2.4,2.3,5.5,2.9,2.4,2.8,3.7,6.3,-10.7
CCC1CCCCN1C(=O)CCc1nnc(Cc2cc(OC)ccc2OC)o1 (stereo unspecified),2.9,7.7,-1.3,4.3,-3.5,-5.8,-2.5,1.2,-3.3,1.9
CN(Cc1ccccc1)C(=O)c1ccc2c(c1)NC(=O)C(N1CCOCC1)S2 (stereo unspecified),2.3,8.0,-5.5,-7.5,-0.4,3.7,0.3,-1.7,5.0,-9.9
COCCNC(=O)CSc1nc2sccc2c(=O)n1-c1ccccc1,-11.8,-15.3,10.4,6.3,8.8,-0.8,2.0,-1.7,-6.7,-10.3
Cc1ccc(S(=O)(=O)Cn2nnnc2C(CC(C)C)N2CCC(C(N)=O)CC2)cc1 (stereo unspecified),-7.9,1.8,-2.9,-2.3,-1.4,2.9,4.8,0.8,-1.3,-18.1
Cc1ccccc1NC(=O)Cn1nnc(S(=O)(=O)c2ccc(C(C)(C)C)cc2)c1N,-4.7,-10.4,5.5,-22.6,-0.1,0.4,4.5,-4.2,12.3,4.2
COc1ccc(NC(=O)C2(C)CCN2Cc2ccc(SC)cc2)cc1OC (stereo unspecified),1.9,x,-1.9,5.4,-3.0,11.6,1.4,-2.6,4.3,-10.4
Cc1ccc(-c2cc(=O)c3cc(C)ccc3[nH]2)cc1,6.8,-3.7,4.1,-3.1,3.0,-0.4,0.0,2.0,-5.6,5.2
O=C(NCc1cccs1)C1CC(c2ccc(Cl)cc2)=NO1 (stereo unspecified),3.7,-8.8,-4.4,-1.6,-3.0,-5.9,-1.7,2.0,4.3,0.3
COc1ccc(NC(=O)CN2CCN(CC(=O)Nc3ccc4c(c3)OCO4)CC2)cc1,3.6,9.6,-6.6,4.1,-1.1,-1.7,-8.3,0.1,1.1,5.0
Cn1ncc(Br)c1C(=O)NC1C2CC3CC(C2)CC1C3 (stereo unspecified),3.4,0.5,0.2,2.5,-1.8,-1.2,-3.3,4.9,-0.5,6.7
COc1cccc2c1C(=O)c1c(O)c3c(c(O)c1C2=O)CC(O)(C(C)=O)CC3OC1CC(O)C(O)C(C)O1 (stereo unspecified),78.8*,73.0*,-15.9,68.2*,+,-3.2,77.6*,-2.9,133.6*,7.8
COCCNC(=S)N1CCN(c2nc(-c3ccc(Cl)cc3)cs2)CC1,-5.6,-4.8,0.8,12.2,-5.2,-6.9,-1.9,-3.8,3.1,-10.0
CN1c2ccsc2C(=O)/C(=C\Nc2cccc(C(F)(F)F)c2)S1(=O)=O,-0.6,x,0.6,8.1,-2.2,0.1,-2.9,6.1,4.6,2.6
CC(C)NC(=O)C(c1ccc(F)cc1)N(C(=O)CCC(=O)Nc1ccccn1)c1ccccc1F (stereo unspecified),0.1,-9.0,0.3,3.3,-0.6,1.4,-1.3,1.4,7.0,7.0
CCn1c(=S)[nH]c2c(c1=O)C(C)(C)Cc1ccccc1-2,-8.3,3.0,-1.5,-5.8,9.4,12.7,4.6,3.1,-6.8,2.6

Rewritten as labelled records: four of the compounds above
Cc1ccc(-c2cc(=O)c3cc(C)ccc3[nH]2)cc1
  ABHD4 inh: 6.8	HTRA1 inhibitor: -3.7	rCAG RNA binder: 4.1	SIAE primary: -3.1	PRMT1 FP inh: 3.0	NPR2 activator: -0.4	MBD2 DNA inh: 0.0	LEDGF integ inh: 2.0	TCR-CD3 inh: -5.6	TDP2 absorb: 5.2
O=C(NCc1cccs1)C1CC(c2ccc(Cl)cc2)=NO1 (stereo unspecified)
  ABHD4 inh: 3.7	HTRA1 inhibitor: -8.8	rCAG RNA binder: -4.4	SIAE primary: -1.6	PRMT1 FP inh: -3.0	NPR2 activator: -5.9	MBD2 DNA inh: -1.7	LEDGF integ inh: 2.0	TCR-CD3 inh: 4.3	TDP2 absorb: 0.3
COc1ccc(NC(=O)CN2CCN(CC(=O)Nc3ccc4c(c3)OCO4)CC2)cc1
  ABHD4 inh: 3.6	HTRA1 inhibitor: 9.6	rCAG RNA binder: -6.6	SIAE primary: 4.1	PRMT1 FP inh: -1.1	NPR2 activator: -1.7	MBD2 DNA inh: -8.3	LEDGF integ inh: 0.1	TCR-CD3 inh: 1.1	TDP2 absorb: 5.0
Cn1ncc(Br)c1C(=O)NC1C2CC3CC(C2)CC1C3 (stereo unspecified)
  ABHD4 inh: 3.4	HTRA1 inhibitor: 0.5	rCAG RNA binder: 0.2	SIAE primary: 2.5	PRMT1 FP inh: -1.8	NPR2 activator: -1.2	MBD2 DNA inh: -3.3	LEDGF integ inh: 4.9	TCR-CD3 inh: -0.5	TDP2 absorb: 6.7

These rows are one share of the data; count on the stated rates, not on these rows.
